From PubChem
Mtb RmlCD inh – M. tuberculosis RmlC/RmlD coupled enzyme inhibitors, primary screen, biochemical, compound mixtures, 384-well, from 1536-well plates. RmlC+RmlD coupled enzyme assay, percent inhibition; primary screen in compound mixtures. inhibition, % at 3.6 µM. actives 0.03% (n = 160,000); in the data active means inhibition mostly above about 34%, no sharp cut-off; inconclusive means no clear call, values can overlap the other calls; inactive means mostly below about 22%; further: some results filed as inactive read as strong as hits
Target sequence (P9WH09 whole entry, looked up): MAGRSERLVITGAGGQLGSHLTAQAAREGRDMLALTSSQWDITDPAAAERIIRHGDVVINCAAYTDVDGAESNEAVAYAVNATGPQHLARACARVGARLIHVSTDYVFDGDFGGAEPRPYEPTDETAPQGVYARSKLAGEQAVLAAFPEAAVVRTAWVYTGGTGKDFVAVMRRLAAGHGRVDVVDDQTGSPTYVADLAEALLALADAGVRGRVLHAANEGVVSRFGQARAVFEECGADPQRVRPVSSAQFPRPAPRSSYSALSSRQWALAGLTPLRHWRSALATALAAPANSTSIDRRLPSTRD
Target sequence (P9WH11 whole entry, looked up): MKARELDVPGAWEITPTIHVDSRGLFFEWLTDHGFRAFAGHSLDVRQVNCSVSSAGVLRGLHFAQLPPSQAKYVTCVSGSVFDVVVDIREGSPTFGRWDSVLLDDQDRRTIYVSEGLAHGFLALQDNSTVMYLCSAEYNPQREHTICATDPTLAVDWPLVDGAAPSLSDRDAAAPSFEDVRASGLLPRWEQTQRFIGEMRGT
GlmU inhibition – inhibition of mycobacterial GlmU enzyme – biochemical, glucosamine-1-phosphate acetyltransferase (AID 1376); Bifunctional protein GlmU (Mycobacterium tuberculosis (strain ATCC 25618 / H37Rv)); M. tuberculosis GlmU acetyltransferase enzyme assay; higher % means a stronger effect; inhibition, %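 (tested at 30 µM in the primary screen)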, or IC50 in µM where a hit was titrated; actives 0.25% (n = 220,000); in the data active means inhibition above about 13%; inconclusive means no clear call, values can overlap the other calls;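 further: 0% = complete reaction with vehicle and 100% = reaction without substrate; strong numbers were not always called active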
The depositor's hits bear a star; ? = inconclusive; · = not tested or not shown. Not all compounds are listed, so the mix of outcomes need not match the whole.

SMILES	Mtb RmlCD inh	GlmU inhibition
CCOC(=O)c1[nH]c(C)c(C(=O)Nc2cc(Cl)ccc2C)c1C	-3	-2.4%
N#C/C(=C\c1ccco1)C(=O)NCC1CCCO1 (stereo not given)	·	-0.5%
O=C(Nc1ccc(S(=O)(=O)Nc2nccs2)cc1)c1cc(-c2ccccc2Cl)nc2ccccc12	6	·
C/C(=N\NC(=O)c1cccc(Cl)c1)c1cccc(NC(=O)C(C)C)c1	11	0.4%
CCOC(=O)c1c(C)oc2c(CN3CCN(C)CC3)c(Br)c(OC)c(O)c12	·	3.8%
O=c1cc(CSc2ccc(Cl)cc2)nc(N2CCOCC2)[nH]1	1	3.3%
Cc1ccccc1C(=O)NC(=S)N(C)CCc1ccccn1	51	1.8%
CC(C)n1c(CCCO)nc2ccccc21	·	4.3%
COC(=O)Cc1ccc(NC(=S)Nc2ccccn2)cc1	5	2.2%
Cc1noc(C)c1COC(=O)c1ccccc1Oc1ccccc1	11	9.4%
O=C(CCS(=O)(=O)c1ccccc1)Nc1ccccc1-c1nc2ccccc2s1	-11	0.3%
Cc1nn(C)c(C)c1/C=C/C(=O)c1ccc(Cl)cc1Cl	-7	-2.7%
CCCn1c(CN(Cc2ccccc2)Cc2ccccc2)nc2c1c(=O)n(C)c(=O)n2C	?	0.3%
O=C(COC(=O)c1cccc(C(F)(F)F)c1)NCc1ccccc1	·	3.8%
CCOC(=O)c1c(-c2ccc(F)cc2)csc1NC(=O)CCN1CCOCC1	5	1.6%
Nc1nnc(C2CCCC2)s1	4	3.6%
CCn1c(NCc2ccco2)nc2ccccc21	-7	-5.7%
CC(C)NC(=O)c1ccc(C(C)C)cc1	·	0.8%
Cn1c(=O)c2[nH]c(N3CCN(c4ccccc4)CC3)nc2n(C)c1=O	·	-4.0%
COC(=O)c1ccccc1NC(=O)NC1CCC(C)CC1 (stereo not given)	·	-3.4%
COCCNC(=O)C(c1ccco1)N(C(=O)Cn1nnc2ccccc21)c1ccc(C)cc1C (stereo not given)	·	-2.0%
CC(NCC(O)COCCC12CC3CC(CC(C3)C1)C2)c1ccccc1 (stereo not given)	7	0.3%
NNC(=O)c1sccc1OCc1ccc(Cl)cc1	20	-7.5%
CCC1=C2CC[C@H]3C(=O)N(CC)C(=O)[C@H]3[C@H]2[C@@]2(Cc3ccccc3)C(=NCCOC)OC(=O)N2C1=O	·	3.8%
COc1cccc(CNc2ncnc3cc(Cl)ccc23)c1	-9	4.7%
CCOC(=O)C1=C(N)Oc2ccc3ccccc3c2C1c1cccnc1 (stereo not given)	·	0.5%
CCCCN(CC)C(=O)Cn1c(=O)sc2ccccc21	7	-4.0%
Cc1ccc(S(C)(=O)=NC(=O)NC(=O)c2c(Cl)cccc2Cl)cc1 (stereo not given)	-5	-6.0%
COc1ccccc1-n1c(C)nnc1SCC(=O)Nc1cc(C)cc(C)c1	22	5.8%
CCOC(=O)Cn1cnc([N+](=O)[O-])n1	-4	-1.4%
COc1ccc(S(=O)(=O)N2CCOCC2)cc1NC(=O)CN(C)Cc1c(F)cccc1Cl	-14	-1.3%
O=C(CSc1cccc[n+]1[O-])c1cc2ccccc2o1	-10	-0.1%
CCOc1ccccc1NC(=O)N1CCC(NC(=O)c2cccc(C)c2)CC1	·	2.3%
CN1CCN(CC(=O)N2c3ccccc3C(C)(c3ccccc3)CC2(C)C)CC1 (stereo not given)	·	0.4%
CCC(c1nnc(SCC(=O)Nc2ccc(C(C)=O)cc2)n1C1CCCCC1)N(C)C (stereo not given)	-10	1.1%
C=CCn1c(O)c(C(CC)=Nc2ccc(N(CC)CC)cc2)c(=O)[nH]c1=O	·	6.0%
CCNCCOC(c1ccccc1)c1ccccc1	·	-2.7%
CCOc1ccc(CCNC(=O)CCc2c(C)nc3ncnn3c2C)cc1OCC	4	-4.1%
O=C(Cc1cccs1)Nc1ccc(NC(=O)c2ccco2)cc1	7	1.1%
N#Cc1sc2nc(-c3ccccc3)cc(-c3ccco3)c2c1N	6	-4.9%
CCCCC(=O)N/N=C/c1ccc(-c2ccc([N+](=O)[O-])cc2)o1	10	-7.8%
CCC1C(C#N)=C(SCC(N)=O)NC2=C1C(=O)CC(C)(C)C2 (stereo not given)	-8	3.9%
CS(=O)(=O)Nc1ccc(C2=NN(C(=O)c3ccco3)C(c3ccccc3F)C2)cc1 (stereo not given)	4	-1.8%
O=S(=O)(NCC1COc2ccccc2O1)c1ccc2ccccc2c1 (stereo not given)	6	0.5%
CC1CC(C)CN(S(=O)(=O)c2cc(C(=O)O)c(Cl)s2)C1 (stereo not given)	11	-5.2%

Entries from the list above with a Cl atom (ten):
SMILES	Mtb RmlCD inh	GlmU inhibition
CCOC(=O)c1[nH]c(C)c(C(=O)Nc2cc(Cl)ccc2C)c1C	-3	-2.4%
O=C(Nc1ccc(S(=O)(=O)Nc2nccs2)cc1)c1cc(-c2ccccc2Cl)nc2ccccc12	6	·
C/C(=N\NC(=O)c1cccc(Cl)c1)c1cccc(NC(=O)C(C)C)c1	11	0.4%
O=c1cc(CSc2ccc(Cl)cc2)nc(N2CCOCC2)[nH]1	1	3.3%
Cc1nn(C)c(C)c1/C=C/C(=O)c1ccc(Cl)cc1Cl	-7	-2.7%
NNC(=O)c1sccc1OCc1ccc(Cl)cc1	20	-7.5%
COc1cccc(CNc2ncnc3cc(Cl)ccc23)c1	-9	4.7%
Cc1ccc(S(C)(=O)=NC(=O)NC(=O)c2c(Cl)cccc2Cl)cc1 (stereo not given)	-5	-6.0%
COc1ccc(S(=O)(=O)N2CCOCC2)cc1NC(=O)CN(C)Cc1c(F)cccc1Cl	-14	-1.3%
CC1CC(C)CN(S(=O)(=O)c2cc(C(=O)O)c(Cl)s2)C1 (stereo not given)	11	-5.2%

Record cards, from the list above. Order of screens: Mtb RmlCD inh, GlmU inhibition
CC1CC(C)CN(S(=O)(=O)c2cc(C(=O)O)c(Cl)s2)C1 (stereo not given) is entered as 11, -5.2%
CCCCC(=O)N/N=C/c1ccc(-c2ccc([N+](=O)[O-])cc2)o1 is entered as 10, -7.8%
CN1CCN(CC(=O)N2c3ccccc3C(C)(c3ccccc3)CC2(C)C)CC1 (stereo not given) is entered as ·, 0.4%

Later entries.
SMILES	Mtb RmlCD inh	GlmU inhibition
COc1cc(/C=C2\SC(=Nc3ccc(O)cc3)NC2=O)cc(OC)c1O	-10	69%*
COC(=O)c1c(NC(=O)COC(=O)[C@@H](NS(=O)(=O)c2cccc(Cl)c2)C(C)C)sc2c1CCC2	4	-6.0%
O=C(NCc1ccccn1)c1cccc(NS(=O)(=O)c2cccc(Cl)c2)c1	·	1.5%
CCOc1ccccc1C(=O)Nc1nncs1	·	2.8%
N/C(=N\OC(=O)CN1C(=O)c2ccccc2C1=O)c1ccc(Cl)cc1	·	-3.4%
CCOC(=O)C1CCN(c2c(C(=O)c3ccccc3)cnc3ccc(CC)cc23)CC1	-8	-1.9%
CN1CCN(C(=O)c2cc(C(C)(C)C)cc(C(C)(C)C)c2)CC1	12	5.1%
O=c1c2c3c(sc2nc2n1CCCC2)CCCC3	·	4.0%
CCOc1ccc(N2C(=O)NC(=O)/C(=C/c3cnc(SC)nc3)C2=O)cc1	-4	2.9%
C=CCc1ccc(O)c(-c2ccc(O)c(CC=C)c2)c1	8	3.9%
CC(=O)NC(CC(=O)Nc1ccc(S(=O)(=O)N2CCCCC2)cc1)c1ccccc1 (stereo not given)	·	-2.0%
CCc1ccc(CNC(=O)CCc2nnc(Cc3cccc(C(F)(F)F)c3)o2)nc1	6	-3.8%
O=C(COc1cccc2cccnc12)N/N=C/c1ccc(O)cc1	6	-2.0%
CNC(=S)N1N=C(c2ccc(C)cc2)CC1c1ccc(Br)cc1 (stereo not given)	·	4.4%
Cc1sc2nc(CN(C(=O)NC3CCCCC3)C3CCCCC3)[nH]c(=O)c2c1C	·	7.0%
CCOCCN(C=O)c1cccc(OC)c1	6	-0.4%
Cc1cc(C)nc(-n2c(C)nc3cc(Cl)ccc3c2=O)c1	10	-1.6%
O=C(CSc1nc2c(c(=O)n1-c1ccc(Cl)cc1)SCC2)Nc1nccs1	49	5.5%
N#C/C(=C/c1cn(CC(=O)O)c2ccccc12)c1ccc(F)cc1	-7	3.3%
Cc1nn(-c2ccccc2)c(C)c1C(=O)OCC(=O)Nc1ccc2c(c1)OCO2	-8	-3.1%
COc1cc(/C=N/NC(=O)c2cn(-c3cccc(C)n3)cn2)ccc1O	·	-2.5%
COc1cc2c(cc1OC)-c1nnc(C)n1C(C)(C)C2	6	-1.5%
CCOc1cc2c(cc1OCC)C(c1ccccc1)N(c1ccc(C(=O)O)cc1)C(=O)C2 (stereo not given)	-4	1.8%
Brc1ccccc1-c1nc(-c2ccccc2)no1	12	0.1%
CC(C)(Oc1ccc(Cl)cc1)C(=O)Nc1cccnc1	·	1.7%
Cc1cc(NC(=O)c2ccccc2F)ncc1NC(=O)c1cccs1	·	5.2%
COCCCNCCOCCOc1c(OC)cccc1OC	-1	-2.5%
CN(C)NC(=S)Nc1ccc(S(=O)(=O)N2CCCCC2)cc1	-11	3.7%
CCCc1nn(C)c(C(N)=O)c1[N+](=O)[O-]	16	7.8%
CCOc1cc(/C=N/Nc2nc(Nc3ccccc3)nc(N3CCCCC3)n2)ccc1OCC(=O)O	11	-2.8%
Cc1cc(N2CCOCC2)c2c(N)c(C)cc(C)c2n1	·	-0.5%
Cc1nc(CNS(=O)(=O)c2cccc(F)c2)cs1	·	1.9%
Cc1cccc(N2CC(C(=O)OCc3ccc([N+](=O)[O-])cc3)CC2=O)c1 (stereo not given)	23	-4.0%
O=C(CCCO)NNc1c2ccccc2nc2ccccc12	5	6.0%
CC(C)CCOC(=O)/C(=C/c1ccco1)NC(=O)/C=C/c1ccccc1	·	-1.0%
COC(=O)c1c(O)c2c([nH]c1=O)CCCC2	8	0.7%
Cc1ccc(N=C2NC(=O)C(CC(=O)O)S2)cc1 (stereo not given)	3	-3.9%
COc1ccc(C(=O)OC(C)C(=O)Nc2cc(C(F)(F)F)ccc2Cl)c(OC)c1OC (stereo not given)	-5	-0.1%
Cc1cc(C(=O)Nc2ccccc2N2CCOCC2)ccc1[N+](=O)[O-]	8	-2.9%
CCc1ccc(S(=O)(=O)ON2C(=O)c3ccccc3C2=O)cc1	·	-6.1%
Cc1nn(C)c(C)c1CN(Cc1nc(-c2cc(F)ccc2F)oc1C)C1CC1	·	-2.1%
CCN=c1scc(C)n1/N=C/c1ccsc1	21	4.8%
CCn1c(=O)cc(SCC(=O)N2CCN(C3CCCCC3)CC2)c2ccccc21	3	1.5%
CCOc1ccc(-c2c(C(=O)N/N=C/c3ccc(OC(C)C)cc3)nnn2-c2nonc2N)cc1	-3	2.6%
N/C(=N\c1nc2c(c(=O)[nH]1)CCC2)Nc1cccc2ccccc12	9	1.3%
COc1cc(/C=C2\SC(=S)N(NS(=O)(=O)c3ccccc3)C2=O)ccc1O	2	9.9%
Cc1cccc(-c2nnn(C/C(N)=N/O)n2)c1	-9	1.6%
N#C/C(=C/c1ccc(Cl)cc1)NC(=O)c1ccccc1	·	-0.7%
CCN(CC)P(c1n(C)cc[n+]1C)N(CC)CC	-6	-0.9%
CCCS(=O)(=O)N1CCCC(C(=O)NCCCOC(C)C)C1 (stereo not given)	·	4.6%
CC(=O)Nc1ccc(C2C(=O)c3ccccc3C2=O)cc1	-3	0.0%
CCOC(=O)C1=C(CSc2nnnn2C)N(C)C(=O)NC1c1ccccc1 (stereo not given)	12	-3.7%
COc1ccc(CN(C(=O)CO/N=C/c2ccccc2)c2ccccc2C(=O)O)cc1	14	-0.6%
COc1cc(/C=C2/CCCC(C(=O)C(F)(F)F)=C2O)ccc1O	·	-2.8%
CC(=O)Nc1ccc(O)c(-c2nc3ccccc3s2)c1	15	-4.8%
CCOC(=O)Cn1c(=O)oc2cc(S(=O)(=O)Nc3ccc(N(CC)CC)cc3C)ccc21	·	-5.8%
CCN1CCN(CCNC(=O)c2ccc(/C=C3\Sc4ccccc4N(Cc4ccccc4F)C3=O)cc2)CC1	4	-7.6%
CSc1ccc(Cl)c(C(=O)OCC(=O)Nc2ccccc2OC(F)F)c1	15	-6.7%
O=C(NCc1cccnc1)c1ccc(Cl)c(Cl)c1	-12	3.4%
Cc1cc(Cl)c(S(=O)(=O)N/N=C/c2ccc3c(c2)OCO3)c(Cl)c1	?	·
More records follow.
SMILES	Mtb RmlCD inh	GlmU inhibition
O=C(CSc1nnnn1-c1cccc2ccccc12)NC(C(=O)O)(c1ccccc1)c1ccccc1	-1	3.1%
O=C1NN(c2ccccc2)C(=O)C2C3C=CC(C4CC34)C12 (stereo not given)	-3	-1.2%
COc1ccc(NC(=O)CC2C(=O)N(c3cccc(OC)c3)C(=O)N2C(C)C)cc1 (stereo not given)	3	0.5%
COc1ccccc1C(=O)CSc1n[nH]c(N)n1	-26	-6.0%
CCOc1ccc(C2CC(c3cccc(Cl)c3)n3nc(N)nc3N2)cc1 (stereo not given)	·	-0.1%
O=C(Cc1noc2ccccc12)Nc1ccc(Cl)cc1	14	3.9%
CN(C)c1ccc(/C=N/NC(=O)c2ccccn2)cc1	1	0.6%
Clc1cc(NCc2cccs2)ccc1N1CCOCC1	8	-0.3%
Cc1cc(C)cc(C(=O)NCC(=O)OCC(=O)NCc2ccco2)c1	-16	-8.2%
Cc1oc2ccc(Br)cc2c(=O)c1-c1nn[nH]n1	3	1.4%
CCOC(=O)CSc1nc(-c2ccccc2)ns1	-14	2.3%
CCOC(=O)c1c(O)c(O)c(C(=O)OCC)n1-c1ccccc1	-8	4.4%
COc1cc2c(cc1NC(=O)CSc1nc3cc(Cl)ccc3s1)oc1ccccc12	-4	0.1%
